# HIF-2a block: blocks HIF-2a reporter activity; 786-0 RCC cells HIF-2a reporter, luciferase luminescence, overnight; inhibition, % at 18.8 µM; 360,000 tested, 0.72% active; AID 624352;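 active means inhibition of the luminescence signal of 40% or more relative to plate controls, in a single-dose primary screen at 18.75 µM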
# Vif inh: inhibitors of HIV Vif. HEK293T cells, Vif self-association by quenched fluorescence, imaging, 24 h. inhibition, % at 7.49 µM. 340,000 tested, 0.35% active; in the data active means inhibition above about 50%, passing the limit was not always enough; further: some results filed as inactive read as strong as hits
# Peg3 prom inh: reduces Peg3 promoter-driven luciferase expression in HeLa | HeLa PEG-Prom luciferase reporter, luminescence, overnight | inhibition, % at 20 µM | 360,000 tested, 1.7% active | AID 588405;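 active means inhibition of at least 50% at 20 µM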
# Shn3 inh set2: inhibitors of Schnurri-3 3'UTR reporter in osteoblasts. Clone20 osteoblast Shn3 3'UTR firefly luciferase, 24 h. inhibition, % at 12.5 µM. 360,000 tested, 0.52% active;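 active means mean inhibition of at least 75% with every replicate also reaching 75%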;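 further: 0% = median of neutral control wells and 100% = pilot-screen positive control compound; some compounds past the cut are filed as inactive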
# NR2E3 ag-1: agonists of human NR2E3 nuclear receptor | inhibition of corepressor binding, % at 3.98 µM | CHO-S Gal4-NCOR/VP16-NR2E3 two-hybrid, luciferase | 360,000 tested, 0.35% active | AID 602229;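 active means inhibition above the mean of all tested compounds plus 3 SD, cut at about 70% in these data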;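 further: 0% = DMSO with NR2E3 transfected cells and 100% = cells lacking NR2E3 construct; higher means lower luciferase signal from less NR2E3 corepressor binding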
# Target sequence (Q9Y5X4 whole entry, looked up, the tested form may be a part): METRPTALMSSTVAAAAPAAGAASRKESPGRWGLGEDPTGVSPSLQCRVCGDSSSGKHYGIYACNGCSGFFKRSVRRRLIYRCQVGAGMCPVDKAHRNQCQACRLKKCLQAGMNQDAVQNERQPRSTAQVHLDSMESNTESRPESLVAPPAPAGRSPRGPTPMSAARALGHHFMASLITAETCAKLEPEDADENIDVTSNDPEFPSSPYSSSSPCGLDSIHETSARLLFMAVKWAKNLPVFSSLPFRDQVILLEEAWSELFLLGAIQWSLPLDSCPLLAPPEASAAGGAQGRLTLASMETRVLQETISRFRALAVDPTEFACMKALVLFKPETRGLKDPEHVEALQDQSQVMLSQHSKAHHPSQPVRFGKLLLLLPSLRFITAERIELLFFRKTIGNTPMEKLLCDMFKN
# CF NFkB block: cystic fibrosis NF-kB activation inhibition; KKLEB NF-kB-GFP reporter, PAF-induced, GFP fluorescence overnight; inhibition, % at 5 µM; 360,000 tested, 0.86% active;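 active means at least 50% inhibition at 5 µM, scaled per plate between neutral and stimulator controls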;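 further: PAF is a Pseudomonas aeruginosa culture filtrate used as stimulus; plate controls were PAF-stimulated DMSO wells for no effect and unstimulated DMSO wells for full effect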
# KKLEB cytotox: counter-screen for CF NF-kB inhibitors: cytotoxicity | KKLEB CF airway cells viability, ATPlite luminescence, overnight; hits give low values; cells stimulated with P. aeruginosa culture filtrate | activity change (cytotoxicity), % at 5 µM | 360,000 tested, 0.36% active;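 active means corrected activity change at or below -50% at 5 µM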
# PDI inh: blocks human protein disulfide isomerase activity; P07237; PDI insulin aggregation turbidity, A650, 90 min; inhibition, % at 10 µM; 350,000 tested, 0.052% active; AID 588391;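 active means mean inhibition across replicates of 30% or more, whatever share of single replicates reach that level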;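 further: absorbance from insulin aggregation driven by PDI reduction with DTT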
# Target sequence (P07237 whole entry, looked up): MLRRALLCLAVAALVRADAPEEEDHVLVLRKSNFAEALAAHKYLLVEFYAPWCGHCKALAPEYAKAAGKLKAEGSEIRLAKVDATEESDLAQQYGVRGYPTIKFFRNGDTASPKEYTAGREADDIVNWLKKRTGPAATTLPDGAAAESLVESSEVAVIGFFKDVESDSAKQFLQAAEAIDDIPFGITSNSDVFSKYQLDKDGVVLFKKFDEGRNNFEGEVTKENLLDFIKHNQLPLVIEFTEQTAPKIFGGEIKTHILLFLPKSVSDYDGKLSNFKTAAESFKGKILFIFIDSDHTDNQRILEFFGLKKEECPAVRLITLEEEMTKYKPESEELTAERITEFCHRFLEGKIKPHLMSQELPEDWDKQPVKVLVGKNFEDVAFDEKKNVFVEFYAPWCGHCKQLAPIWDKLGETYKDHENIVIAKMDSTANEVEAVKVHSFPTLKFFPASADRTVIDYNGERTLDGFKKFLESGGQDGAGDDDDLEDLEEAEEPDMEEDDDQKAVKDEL
# CaV13 FRET inh: Primary screen for inhibitors of IQ motif and Ca2+-dependent inactivation inhibitor domain binding in CACNA1D, Förster resonance energy transfer in living cells, …; inhibition, % at 12.3 µM; HEK cells, CFP/YFP FRET ICDI-IQ, plate reader, 10 min; percent FRET-ratio fall versus neutral wells; 340,000 tested, 0.098% active;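 active means mean replicate inhibition of at least 30% and at least 1% of replicates passing that level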;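 further: 0% = median of the neutral control wells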
# NR2E3 ag-2: NR2E3 (human) agonism; inhibition of corepressor binding, % at 4.78 µM; GST-NR2E3/biotin-RetCOR TR-FRET, 1536-well; 320,000 tested, 0.12% active; Q9Y5X4; AID 2300;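 active means percent inhibition above the cutoff of mean plus 3 SD of all tested compounds, set per screening campaign, cut at about 20% in these data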;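 further: 0% = DMSO wells and 100% = biotin wells as full block of FRET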
#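 Test system – NR2E3–RetCOR corepressor complex · Quantity – NR2E3 fusion 1.35 nM · Buffer or medium – Tris pH 7.5 · Incubation – Compound–protein incubation for 5 h at 4 °C · Technique – TR-FRET, Eu(K)-anti-GST donor, streptavidin-D2 acceptor, ex 340, em 617/671 nm · Evaluation – percent inhibition of 671/617 nm emission ratio versus biotin and DMSO controls · Plate – 1536-well format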
# MITF TRPM1 inh: reduces MITF-dependent TRPM1 promoter luciferase signal | SK-MEL-5 TRPM1 promoter luciferase, 24 h | inhibition, % at 12.5 µM | 330,000 tested, 0.83% active | AID 488899;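 active means mean inhibition across replicates of 60% or more, whatever share of single replicates reaches that level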; further: values of inactives mirror those of a sister screen read the other way
# Numbers without * were called inactive; nt = no result given.
SMILES,HIF-2a block,Vif inh,Peg3 prom inh,Shn3 inh set2,NR2E3 ag-1,CF NFkB block,KKLEB cytotox,PDI inh,CaV13 FRET inh,NR2E3 ag-2,MITF TRPM1 inh
Nc1nc(CSc2ccccn2)nc(Nc2ccccc2)n1,-192,19,-256,-80,-107,16,-16,2,-5,0,-145
CCSc1sccc1C1C(C#N)=C(N)N(c2cccnc2)C2=C1C(=O)CC(C)(C)C2 (configuration not stated),16,-3,13,4,-7,6,14,4,-4,3,-4
CCOc1cc(NS(=O)(=O)c2ccc(OC)cc2)c(OCC)cc1NC(C)=O,9,-3,12,17,-15,13,0,-6,-7,6,4
COCCNC(=O)CN1C(=O)c2cccc3cccc1c23,13,4,6,1,-18,-1,-3,4,-22,-4,10
Cc1ccccc1-n1c(SCC(=O)NC2CCS(=O)(=O)C2)nc2ccccc2c1=O (configuration not stated),6,-15,6,-2,3,6,-5,-2,-7,nt,-9
O=C(NN=C1CCN(Cc2ccccc2)CC1)c1ccccc1O,-70,5,-15,-41,-62,-3,8,-3,7,-2,1
O=C1N/C(=N\c2ccccn2)SC1Cc1ccccc1Cl (configuration not stated),-17,-9,20,2,-14,-7,-8,0,-2,18,5
Cc1ccc2c(COC(=O)C3CSC4(C)CCC(=O)N34)cc(=O)oc2c1C (configuration not stated),-24,-6,-4,0,-8,4,-18,9,-3,nt,-8
Cc1ccc(C(=O)NCC(=O)OC2CCCCC2=O)cc1C (configuration not stated),6,-1,-3,-35,-31,1,3,4,-5,nt,-5
Cc1ccc(S(=O)(=O)N2CCCCCC2)cc1C(=O)NCc1ccccn1,6,0,12,-13,-9,-3,-3,0,-4,2,-4
CC/C(=N\NC(=O)C1CCCC1)c1cccc(Br)c1,11,2,3,-10,-41,12,-3,3,-7,nt,11
Cc1cccc(NC(=O)CNC(=O)Cn2ncc(Cl)c(Cl)c2=O)c1C,84*,57*,95*,46,-11,92*,-61*,-5,nt,nt,85*
OCCC1CN(Cc2cccc3c2OCO3)CCN1C1CCCC1 (configuration not stated),19,-1,10,-8,-14,-2,-3,-1,10,0,13
O=C(Cc1csc(NC(=O)Nc2ccc(Cl)cc2)n1)NC1CCCC1,-154,-8,-131,-5,-30,0,2,15,-6,2,-11
O=c1[nH]cnc(O)c1Nc1cccc(Cl)c1,8,22,12,-4,7,28,6,-3,-9,nt,3
O=C(NC(NC(=S)Nc1c(Cl)cccc1Cl)C(Cl)(Cl)Cl)c1cccc([N+](=O)[O-])c1 (configuration not stated),11,-15,52*,48,-30,19,-12,1,-6,-1,-4
CCOc1ccc(NC(=S)NCC(c2cccnc2)N2CCOCC2)cc1 (configuration not stated),9,-12,14,8,-19,16,-7,11,-3,1,2
CCCCN(CCCC)Cc1cc(=O)oc2ccccc12,12,nt,-8,-13,4,-11,-5,nt,-4,nt,nt
COc1cc(NC(=O)C2=CC(c3ccc(C)cc3)=NS(=O)(=O)N2C)cc(OC)c1OC,-6,-21,12,20,-15,-6,8,nt,-2,-1,25
OC[C@@H]1CN(CCN2CCOCC2)C[C@H](n2cnc3c(N4CCOCC4)ncnc32)O1,-6,-3,-11,-5,1,-6,-2,-8,-7,nt,nt
Cc1cc(O)c(C(=O)/C=C/c2ccc(C(C)C)cc2)c(=O)o1,-198,-3,-160,-103,-161,6,4,-3,-2,nt,-8
COc1cc(SC)ccc1C(=O)Nc1nccs1,-84,-18,-117,-8,-154,-9,-22,14,-5,-1,-7
O=c1c(CO)cc(CO)cc(CO)c1O,0,0,-11,-10,10,-13,2,-8,-3,-1,1
COc1ccc(-c2[nH][nH]c(=O)c2NC(=O)c2ccccn2)cc1,-4,3,-4,4,12,-6,1,nt,-7,nt,nt
CCc1ccc(CN2CCC(Oc3cc(C(=O)NC4CC4)ccc3OC)CC2)cc1,17,16,-8,16,17,3,-8,4,-12,nt,nt
CCN(CC)C(=O)CSc1nc(O)cc(=O)n1CC,1,13,17,-11,-3,-16,8,-2,-4,0,-3
COc1ccccc1C(=O)Nc1ccc(OCC(=O)N2CC(C)CC(C)C2)cc1 (configuration not stated),-95,-4,-58,-13,-23,-17,18,11,-6,-3,-15
CCCc1nnc(NC(=O)C2CC(=O)N(C3CCCC3)C2)s1 (configuration not stated),9,-6,-13,-10,-1,1,4,0,-7,-5,9
COc1ccc(C(=O)C2CCCN(C(=O)c3cc(C)nc(C)n3)C2)cc1OC (configuration not stated),-31,0,-11,-9,18,-16,-3,-1,6,3,-14
COc1ccc(S(=O)(=O)N2CCN(C)CC2)cc1NC(=O)c1ccccc1,7,-4,18,3,-26,-7,6,-7,-5,4,12
O=C(NCCC1=CCCCC1)c1ccc(Cl)c([N+](=O)[O-])c1,-91,-2,-204,-41,-10,0,-2,-5,-5,-3,-29
c1coc(Cn2c(SCc3nc4ccccc4[nH]3)nnc2-c2cnccn2)c1,0,-3,6,33,4,-1,1,-2,-5,6,20
ON=C(CCc1ccccc1)CCc1ccccc1,-17,2,-14,-2,-5,17,12,1,-5,nt,1
CCOC(=O)N1CCN(CC(O)COC2CC(C)CCC2C(C)C)CC1 (configuration not stated),13,-8,18,3,-4,22,-6,2,-5,2,-2
O=C(c1ccco1)N1CCN(C(=O)c2ccc(COc3ccc(F)cc3)o2)CC1,9,nt,3,12,10,-14,0,2,-4,4,-2
O=[N+]([O-])c1ccccc1S(=O)(=O)Nc1cccc(-c2ccc(N3CCCC3)nn2)c1,-90,-17,-99,-15,-96,-37,23,4,-8,-3,-29
CCN1CCN(C(=O)c2c(-c3c(F)cccc3Cl)noc2C)CC1,8,3,4,-2,-22,11,-6,-5,-4,2,6
CC(=O)C[C@@H](O)CC(=O)[C@H]1OC(=O)[C@@H](C)C/C=C\Cc2ccccc21,12,-4,-18,-11,-10,6,10,8,-7,nt,3
O=C(O)c1cc(S(=O)(=O)NCCN2CCNC2=O)ccc1O,13,-9,4,18,-3,-26,-10,-8,-3,4,9
Cc1cnc(CNC(=O)CC2C(=O)NCCN2Cc2ccccc2F)cn1 (configuration not stated),-4,1,10,-4,-38,-1,-3,-4,-6,5,7
CCCN1CCC(NC(=O)CCc2nnc(-c3ccccc3)o2)CC1,-5,1,-19,-14,-8,0,-2,4,-6,0,-3
O=c1c(Cc2ccc(F)cc2)c(O)ccn1CCCN1CCOCC1,12,-11,8,12,30,-23,7,-3,-3,1,-2
O=C(c1cc(C2CC2)on1)N1CCOCC1,-7,3,-1,0,-2,2,16,nt,-3,5,nt
CCOC(=O)[C@H]1[C@H]2COc3ccc(Cl)cc3[C@@H]2N2C(=O)[C@H](C)NC(=O)[C@@]12C,-1,8,0,-8,8,-13,-3,0,nt,nt,-6
NC(=O)NC(CC(=O)NNC(=O)c1cccs1)c1ccc(Cl)cc1 (configuration not stated),15,31,6,-6,-1,4,4,-3,-6,nt,-2
O=C(O)CC(CNS(=O)(=O)c1ccccc1)c1ccccc1 (configuration not stated),8,-3,2,-11,-1,-5,2,nt,-2,1,4
C=CCC(=O)NC1CCCc2c1cnn2-c1cc(F)cc(F)c1 (configuration not stated),2,-2,13,-9,7,3,0,-8,-19,3,8
O=S(=O)(c1ccc(Cl)nc1)N1CCCC1,8,-3,9,-9,-15,6,2,-1,-3,nt,-1
Cc1ccc(O)c(C(=O)C=Cc2ccccc2)c1,-14,1,-6,-13,-65,-8,2,4,-6,nt,2
O=C(Cc1ccc(S(=O)(=O)N2CCOCC2)s1)Nc1cc(Cl)ccc1Cl,18,3,28,12,6,-22,-25,7,-2,0,24
O=c1c2c3c(sc2n(CCN2CCCC2)c(=O)n1Cc1ccco1)CCCCC3,10,-3,21,14,19,7,-7,5,-6,-2,-3
CC(=O)Nc1cccc(NC(=O)c2ccc3[nH]c(C)c(C)c3c2)c1,-127,0,-116,-11,-15,2,-5,18,-3,1,-31
C=CCNC(=O)O/N=C/c1csc([N+](=O)[O-])c1,-16,nt,4,-7,-15,-2,1,-4,-4,0,6
O=C(c1cc(Cl)ccc1[N+](=O)[O-])n1cnc2ccccc21,9,4,9,-13,-23,5,-2,10,-18,0,6
O=C(O)/C=C/C(=O)NC1CC1,13,1,12,-44,-16,-5,6,5,-4,-2,11

# Shown with two lines to a compound: entries from further up.
# Values run as follows: HIF-2a block | Vif inh | Peg3 prom inh | Shn3 inh set2 | NR2E3 ag-1 | CF NFkB block | KKLEB cytotox | PDI inh | CaV13 FRET inh | NR2E3 ag-2 | MITF TRPM1 inh
CCOC(=O)[C@H]1[C@H]2COc3ccc(Cl)cc3[C@@H]2N2C(=O)[C@H](C)NC(=O)[C@@]12C
 : -1 | 8 | 0 | -8 | 8 | -13 | -3 | 0 | nt | nt | -6
NC(=O)NC(CC(=O)NNC(=O)c1cccs1)c1ccc(Cl)cc1 (configuration not stated)
 : 15 | 31 | 6 | -6 | -1 | 4 | 4 | -3 | -6 | nt | -2
O=C(O)CC(CNS(=O)(=O)c1ccccc1)c1ccccc1 (configuration not stated)
 : 8 | -3 | 2 | -11 | -1 | -5 | 2 | nt | -2 | 1 | 4
C=CCC(=O)NC1CCCc2c1cnn2-c1cc(F)cc(F)c1 (configuration not stated)
 : 2 | -2 | 13 | -9 | 7 | 3 | 0 | -8 | -19 | 3 | 8
O=S(=O)(c1ccc(Cl)nc1)N1CCCC1
 : 8 | -3 | 9 | -9 | -15 | 6 | 2 | -1 | -3 | nt | -1
Cc1ccc(O)c(C(=O)C=Cc2ccccc2)c1
 : -14 | 1 | -6 | -13 | -65 | -8 | 2 | 4 | -6 | nt | 2
O=C(Cc1ccc(S(=O)(=O)N2CCOCC2)s1)Nc1cc(Cl)ccc1Cl
 : 18 | 3 | 28 | 12 | 6 | -22 | -25 | 7 | -2 | 0 | 24
O=c1c2c3c(sc2n(CCN2CCCC2)c(=O)n1Cc1ccco1)CCCCC3
 : 10 | -3 | 21 | 14 | 19 | 7 | -7 | 5 | -6 | -2 | -3
CC(=O)Nc1cccc(NC(=O)c2ccc3[nH]c(C)c(C)c3c2)c1
 : -127 | 0 | -116 | -11 | -15 | 2 | -5 | 18 | -3 | 1 | -31
C=CCNC(=O)O/N=C/c1csc([N+](=O)[O-])c1
 : -16 | nt | 4 | -7 | -15 | -2 | 1 | -4 | -4 | 0 | 6
O=C(c1cc(Cl)ccc1[N+](=O)[O-])n1cnc2ccccc21
 : 9 | 4 | 9 | -13 | -23 | 5 | -2 | 10 | -18 | 0 | 6
O=C(O)/C=C/C(=O)NC1CC1
 : 13 | 1 | 12 | -44 | -16 | -5 | 6 | 5 | -4 | -2 | 11

# Compound activity deposited in PubChem BioAssay by several laboratories.
